# SDO1 yeast rescue = restores growth of sdo1-depleted yeast. S. cerevisiae sdo1-depleted JHY4D growth rescue, OD600 30 h; stronger effect = higher value; pdr5 snq2 efflux-pump mutant strain. z-score at 10 µM. 0.21% of 140,000 active;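 active means z-score above 3 at both the 24 hr and the 30 hr optical density reads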;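 further: z-score against mean and SD of all compound wells on the same plate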
# Insulin prom inh = TRM-6 insulin promoter activity inhibition; 0.9% of 130,000 active; TRM-6 cells (human fetal islet line), insulin promoter-eGFP reporter, imaging; reporter expression induced with tamoxifen; inhibition, % at 2 µM; AID 1273;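 active means inhibition above the mean plus 3 SD, with well images judged a real hit on visual review, cut at about 60% in these data, passing the limit was not always enough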
# SDO1 yeast rescue Rescue 24 h = also measured in SDO1 yeast rescue; calls as there; z-score; S. cerevisiae sdo1-depleted JHY4D growth rescue, OD600; measured here: growth rescue at 24 h;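 0 is the plate mean of compound wells and units are plate SD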
# * hit, by the source's call; / = no result given. The list is partial (hit frequency here may not be typical).
# Start of the data: the first 6 compounds (preview)
SMILES,SDO1 yeast rescue,SDO1 yeast rescue Rescue 24 h,Insulin prom inh
C/C=C(/C)C(=O)O[C@@H]1[C@H](OC(C)=O)c2c(ccc3ccc(=O)oc23)OC1(C)C,-0.25,0.41,5
Cc1ccc(C)c(NC(CC(=O)c2ccccc2)C(=O)OCC(=O)c2cccs2)c1 (stereo not given),0.39,0.27,/
CCOc1cc(C2c3c(oc4cc(C)c(Cl)cc4c3=O)C(=O)N2Cc2ccco2)ccc1O (stereo not given),-1.8,-0.66,7
O=C(Nc1ccc(NC(=O)c2ccco2)nc1)c1cccnc1,0.71,0.49,-61
O=C1CCCC/C1=C/Nc1ccc(S(=O)(=O)Nc2ncccn2)cc1,0.75,-0.26,5
Cc1cc(Cl)ccc1OCCCC(=O)N1CCCCC1,-0.53,0.37,-180

# This part in full, from the start:
SMILES,SDO1 yeast rescue,SDO1 yeast rescue Rescue 24 h,Insulin prom inh
C/C=C(/C)C(=O)O[C@@H]1[C@H](OC(C)=O)c2c(ccc3ccc(=O)oc23)OC1(C)C,-0.25,0.41,5
Cc1ccc(C)c(NC(CC(=O)c2ccccc2)C(=O)OCC(=O)c2cccs2)c1 (stereo not given),0.39,0.27,/
CCOc1cc(C2c3c(oc4cc(C)c(Cl)cc4c3=O)C(=O)N2Cc2ccco2)ccc1O (stereo not given),-1.8,-0.66,7
O=C(Nc1ccc(NC(=O)c2ccco2)nc1)c1cccnc1,0.71,0.49,-61
O=C1CCCC/C1=C/Nc1ccc(S(=O)(=O)Nc2ncccn2)cc1,0.75,-0.26,5
Cc1cc(Cl)ccc1OCCCC(=O)N1CCCCC1,-0.53,0.37,-180
CCOc1ccc(C(CC(=O)O)NC(=O)c2ccco2)cc1OC (stereo not given),0.44,0.09,-35
CCN1CCc2nc(NC(=O)c3ccccc3)sc2C1,0.36,-0.67,3
CCN(CC)c1ccc(-c2c(C#N)c(N)nc(OC)c2C#N)cc1,-0.9,0.35,25
c1ccc(-n2ncc3c(NCc4ccccn4)ncnc32)cc1,-0.15,-0.07,/
COc1ccccc1NC(=O)N(Cc1ccco1)Cc1cc2cccc(C)c2[nH]c1=O,-1.4,-0.53,-32
Cc1ccc(NC(=O)C2C(=O)N(CCO)C3(C)CC2c2ccccc2O3)cc1 (stereo not given),-1.5,-1.6,-35
CCN(CC(O)CON=C1c2ccccc2-c2ccccc21)S(=O)(=O)c1ccc(C)cc1 (stereo not given),-0.26,0.38,/
COc1cccc(-c2[nH]nc3c2C(c2ccc(C)o2)C(C#N)=C(N)O3)c1 (stereo not given),-0.04,-0.63,49
O=C(Cn1nnc2ccccc21)OCC(=O)c1ccc(Cl)c(Cl)c1,0.79,-0.42,-62
CCN1CCN(C(=O)c2oc(=O)c3ccccc3c2-c2ccc(C)cc2)CC1,-0.12,-0.4,/
Cc1ccc2nc(/C(C#N)=C\c3ccc(Oc4ccc(C(F)(F)F)cc4[N+](=O)[O-])cc3)[nH]c2c1,-1.1,-0.55,/
COc1ccc(/C=N/Nc2nonc2N)c(OC)c1,/,/,15
CCc1nc(N2CCCC2C(=O)O)c2oc3ccccc3c2n1 (stereo not given),0.8,0.56,46
CC1(C)CC(=O)c2c(nc(SCC(=O)Nc3nsc(-c4ccccc4)n3)c(C#N)c2-c2ccccc2)C1,-1.2,-0.52,/
O=C1C2C3c4ccccc4C(c4ccccc43)C2C(=O)N1Cc1cccnc1 (stereo not given),-0.93,-1,10
CN(C)C(=O)COC(=O)c1ccccc1OCC(=O)Nc1ccc(SC(F)F)cc1,-0.12,-0.4,7
CCS(=O)(=O)N1CCN(c2ccccn2)CC1,0.49,-0.35,-33
COc1ccc(N2C(=O)C3CCCN3C2c2ccccc2F)cc1 (stereo not given),0.65,0.29,/
O=C1Nc2cc(Cl)c(Cl)cc2N(O)N1c1ccccc1Cl,/,/,-111

# Overlap with the part before: 7 entries, then new ones.
SMILES,SDO1 yeast rescue,SDO1 yeast rescue Rescue 24 h,Insulin prom inh
CCc1nc(N2CCCC2C(=O)O)c2oc3ccccc3c2n1 (stereo not given),0.8,0.56,46
CC1(C)CC(=O)c2c(nc(SCC(=O)Nc3nsc(-c4ccccc4)n3)c(C#N)c2-c2ccccc2)C1,-1.2,-0.52,/
O=C1C2C3c4ccccc4C(c4ccccc43)C2C(=O)N1Cc1cccnc1 (stereo not given),-0.93,-1,10
CN(C)C(=O)COC(=O)c1ccccc1OCC(=O)Nc1ccc(SC(F)F)cc1,-0.12,-0.4,7
CCS(=O)(=O)N1CCN(c2ccccn2)CC1,0.49,-0.35,-33
COc1ccc(N2C(=O)C3CCCN3C2c2ccccc2F)cc1 (stereo not given),0.65,0.29,/
O=C1Nc2cc(Cl)c(Cl)cc2N(O)N1c1ccccc1Cl,/,/,-111
Cc1ccc2nc(N(CCCN(C)C)C(=O)c3ccc4c(c3)CCCC4)sc2c1,-2,-1.7,/
COc1cc(NC(=O)CCN2CCN(Cc3ccccc3)CC2)cc(OC)c1,0.03,-0.72,7
CCc1cc2c(nc1CC)CCN(CC/C(C)=N/OC[C@H]1O[C@H](c3ccccc3)C=C[C@@H]1Oc1ccc(OC)cc1)C2,-0.69,0.29,-124
Cc1cccc(Oc2ccccc2N)c1,-0.22,-0.36,34
CN(C)c1ccc(NC(=O)c2ccncc2)c2ccccc12,0.22,0.24,-4
Cc1nnc(SCc2cccc3ccccc23)n(N)c1=O,-0.03,-1,/
COc1cccc(-c2cc(=O)c3cc(NC(=O)c4ccc(Cl)cc4)ccc3[nH]2)c1,-0.34,0.21,-145
O=C(c1cccnc1NCc1ccccc1)N1CCOCC1,0.57,0.06,-26
O=C(C1CCCN(S(=O)(=O)c2cnc[nH]2)C1)N1CCN(c2ccc(Cl)cc2)CC1 (stereo not given),1.3,0.37,/
COc1cccc(N2CCN(C(=O)C3C4C=CC5(CN(Cc6ccccc6Cl)C(=O)C35)O4)CC2)c1 (stereo not given),0.93,0.64,3
O=C(N/N=C/c1ccccn1)c1ccco1,-0.07,-0.32,/
Cc1cc(Cl)cc(Cl)c1OCC(=O)NCc1ccco1,-1,-1.4,36
Oc1cccc2ccc(/C=C/c3cccs3)nc12,-2.4,-1.8,43
Cc1nn(Cc2c(Cl)cccc2Cl)c(C)c1NC(=O)c1sc2ccccc2c1Cl,-2.1,-0.25,24
COc1cccc(/C(O)=C2/C(=O)C(=O)N(CCCN3CCOCC3)C2c2ccncc2)c1 (stereo not given),0.56,-0.06,-192
O=S1(=O)N=C(N(CCO)/N=C/C=C/c2ccccc2)c2ccccc21,-0.38,-0.81,33
CN(C)CCCN(C(=O)COc1ccccc1)c1nc2ccc(Cl)cc2s1,/,/,-22
Cc1cc(/C=C2/SC(=S)N(c3cccc(Cl)c3)C2=O)c(C)n1-c1cccnc1,/,/,-81
Cc1nc2c(-c3ccc(F)cc3)c(C)nn2c(N2CCOCC2)c1C,-1.3,-1.3,/
O=C(Nc1cn(-c2ccccc2)nc1-c1ccccc1)c1ccccc1,-1.1,-0.58,4
CCCN(Cc1cc2cc(OC)ccc2[nH]c1=O)C(=O)c1ccncc1,0.44,0.17,/
N#CC1=C(N)NC(SCC(=O)c2ccc(Br)cc2)=C(C#N)C12CCCCC2,-2.5,-2.2,-44
CC(C)CCn1nnnc1CN1CCN(c2ccc(F)cc2)CC1,/,/,-7
CCOC(=O)CNC(=O)N1CCCC(C(=O)c2cccc(Cl)c2)C1 (stereo not given),/,/,13
O=C1CCC(C(=O)Nc2cccc(S(=O)(=O)N3CCOCC3)c2)N1 (stereo not given),/,/,0

# (continued)
SMILES,SDO1 yeast rescue,SDO1 yeast rescue Rescue 24 h,Insulin prom inh
Cc1ccc(O)c(C2=Nc3ccccc3N=C(c3ccco3)C2)c1,0.28,1.2,-15
CCN1CCN(c2nc(N)c([N+](=O)[O-])c(Nc3cccc(C)c3)n2)CC1,-0.09,0.04,-48
Cc1cc(N2CCN(C)CC2)nc2ccc(NC(=O)c3cccnc3Cl)cc12,0.57,0.34,32
Cc1ccc(Oc2c(F)c(F)nc(N3CCCC3)c2F)cc1,-0.78,-1.1,19
COc1cccc(C2(c3cccc(OC)c3)CC2C(=O)Nc2ccc(F)cc2)c1 (stereo not given),-0.91,-0.93,-19
CC(C)(C)C(=O)CSc1nc2ccccc2o1,/,/,33
O=C(CN1C2CCCC1CC(NC(=O)c1ccco1)C2)Nc1ccccc1 (stereo not given),1.6,2,-103
COCCNC(=O)C1CCN(S(=O)(=O)c2ccccc2)CC1,0.52,0.28,/
O=c1cc(CSc2nnnn2-c2ccc(O)cc2)nc2sccn12,/,/,-37
O=C(C1CSC2(c3ccc(F)cc3)CCC(=O)N12)N1CCCCCC1 (stereo not given),0.73,0.39,/
O=S(=O)(c1ccccc1)N(CC(O)Cn1c2ccccc2c2ccccc21)c1ccccc1 (stereo not given),-1.3,-0.91,/
N#CCSc1nc2sc3c(c2c(=O)n1C1CCCCC1)CCCC3,0.02,1,/
COC(=O)c1cn(Cc2cccc(C)c2)nn1,0.29,-0.03,11
O=C(Nc1ccc(OCC(=O)N2CCOCC2)cc1)c1cncc(Br)c1,-0.31,-0.98,25
Cc1cccc(-n2c(C)nc3sccc3c2=O)c1,-0.56,-0.72,/
O=C(c1ccco1)N1CCN(S(=O)(=O)c2cccc(C(F)(F)F)c2)CC1,1.2,0.89,/
O=C(O)c1cccc(NC(=O)C2C3C=CC(C3)C2C(=O)OCC(F)(F)C(F)F)c1 (stereo not given),0.66,-0.32,26
Cc1nnc(N2CCc3ccccc3C2)[nH]c1=O,0.51,1.9,-12
Cc1ccc(NC(=O)CSc2nnc(C3CC3)n2N)cc1S(=O)(=O)N1CCOCC1,/,/,-9
NC(=O)c1cc2ccccc2oc1=NCc1ccccc1,1.6,1.2,27
Cc1ccc(C)c(C(=O)c2c(C)nc3sccn23)c1,0.62,0.89,9
CCOC(=O)Cn1ccc(O)c(Cc2ccc(Cl)cc2Cl)c1=O,0.67,-0.74,-16
O=[N+]([O-])c1cccc(-c2c[n+]3c(n2-c2ccccc2)SCC3)c1,/,/,-33
Cc1nc2ccccc2n2c(-c3ccccc3)c3c(=O)n(C)c(=O)n(C)c3c12,-1.4,-1,-171
Cc1ccc2oc3c(c(=O)c2c1)C(c1ccc(F)cc1)N(CCCN1CCOCC1)C3=O (stereo not given),-0.29,-0.88,/

# (more compounds)
SMILES,SDO1 yeast rescue,SDO1 yeast rescue Rescue 24 h,Insulin prom inh
COc1ccc(Cl)cc1NC(=O)CSc1nncn1-c1cccnc1,-0.36,-1.1,-7
N#CCC(=O)NCCCc1ccccc1,0.74,0.27,0
Cn1nnc(NC(=O)CSc2ncn[nH]2)n1,0.48,-0.42,-17
CCN1CCc2c(OCC(=O)Nc3cccc(C)c3)cccc2C1=O,/,/,8
Cc1ccc(NC(=O)CSc2nn(-c3ccc(Cl)cc3)c(=S)s2)cc1S(=O)(=O)N(C)C,0.95,2,22
COc1ccc(CCNC(=O)CC2SC(=NCCC(C)C)NC2=O)cc1OC (stereo not given),2.1,0.79,-6
Cc1nc(NC(=O)c2ccco2)sc1C(=O)Nc1ccc(Br)cc1,-0.48,-0.13,27
Cc1ccc(-c2csc(NC(=O)CCNC(=O)c3ccccc3Cl)n2)cc1,-1.2,-0.96,3
Cc1ccc(C)c(NC(=O)CSc2nc(C)cc(C)c2C#N)c1,-1.4,0.12,-324
O=[N+]([O-])c1cccc(Cl)c1NCCNS(=O)(=O)c1ccccc1,1.7,2.6,-3
CC(=O)c1cccc(N(CC(=O)Nc2ccc(F)cc2)S(C)(=O)=O)c1,0.91,0.43,-3
C#CCn1c(=NC(=O)CSCC(=O)N2CCOCC2)sc2ccccc21,0.23,0.53,50
Cc1cnc(NC(=O)CSc2ccccc2)s1,0.53,0.08,23
COC(=O)C(CC(=O)c1ccc(Cl)cc1)c1ccc(C(C)C)cc1 (stereo not given),-0.04,-0.37,6
CCNC(=O)CN(c1ccc(CC)cc1)S(C)(=O)=O,1,-1,25
CC1=Nc2cc(C(=O)NCc3ccco3)ccc2Sc2ccc(C)cc21,-0.72,-0.79,-62
O=C(C[n+]1cc(-c2ccccc2)n2c1CCC2)OCc1ccccc1,1.1,0.79,3
CC(CNC(=O)COc1ccccc1)OC(=O)Nc1cccc(Cl)c1 (stereo not given),-1.3,-0.99,-30
O=C(O)CCS(=O)(=O)Cc1ccccc1Cl,0.53,0.32,23
Cc1cc(OCC(=O)N2CCOCC2)cc2oc(=O)c3ccccc3c12,-0.25,-0.71,-424
CCCCOc1ccc(CN(CCO)CCO)cc1[N+](=O)[O-],1.4,1.6,6
Cc1cc(NC(=O)/C(C#N)=C/c2ccco2)n(-c2ccccc2)n1,1.4,1.2,/
CCOC(=O)C(C)Sc1nc(-c2ccccc2)nc2ccc(F)cc12 (stereo not given),-0.18,0.18,23
CCS(=O)(=O)N1CCC(C(=O)NCc2cccs2)CC1,0.09,-0.33,36
O=C(CSCc1cccc(F)c1)NCc1ccccc1,/,/,-58

# (continued)
SMILES,SDO1 yeast rescue,SDO1 yeast rescue Rescue 24 h,Insulin prom inh
CCN(CC)CCNC(=O)CCCCn1c(=S)[nH]c2c([nH]c3ccc(OC)cc32)c1=O,-0.26,0.35,/
Cc1ccc(NC(=O)N2CCC(C(=O)NCC(C)C)CC2)cc1,1.1,0.87,/
COC(=O)c1cccc(S(=O)(=O)N2CCC(c3nc4ccccc4o3)CC2)c1,-1.4,-1.5,44
COc1ccc(/C=N/n2cnnc2SCc2ccccc2)cc1,-0.59,-0.12,19
CCOc1ccc(N=Nc2c(C)noc2C)cc1,/,/,0
Cc1c(NS(=O)(=O)N2CCCC2)c(=O)n(-c2ccccc2)n1C,1.4,1.9,/
Cc1ccc(Cn2ccc(NC(=O)c3cc(-c4ccc5c(c4)OCO5)on3)n2)cc1,-0.35,-0.07,50

# From PubChem BioAssay
